uPA surface inh: cell surface uPA generation inhibition | Potency, µM (titrated, usually from 38.3 µM), inactives show top-dose activity change, negative = inhibition, most hits filed as inhibitors | 0.31% of 330,000 active | AID 540303 | cell surface uPA generation assay, qHTS; active = well fitted inhibition curve with a large enough effect; inconclusive = small, poorly fitted or top-dose-only effect; inactive = no such curve, though single readings can be large or run the other way; tested in mouse RAW 264.7 cells; also: potency is read from the fitted curve at half-maximal effect; nearly all actives have a fitted effect of over 55% in size
USP2a block: USP2a (human) protease inhibition | USP2 core, Ub-CHOP2 coupled fluorogenic reporter, 485/531 | Potency, µM (highest dose often 38.3 µM), for inactives: at the highest dose activity change, negative = inhibition, most hits filed as inhibitors | 0.01% of 330,000 active | AID 463254;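 also: potency is read from the fitted curve at half-maximal effect; plate controls were DMSO wells for no effect and full inhibition by NEM control for full effect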
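Cell-free coupled assay: 10nM USP2 core preincubated 30min RT with compound in Tris-HCl pH 8.0/CaCl2/CHAPS buffer, then 25nM Ub-CHOP2 and 25nM reporter substrate; fluorescence (Ex 485/Em 531) read after 60min RT, normalized to NEM inhibition, concentration-response curves fitted.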
Coupling enz: coupling enzyme interference in Giardia aldolase counter-screen. 0.67% of 290,000 active. activity change, negative = inhibition, % at 58.2 µM, hits read low. coupling enzyme system counterscreen, AmpLite Red fluorescence; in the data active = activity change below about -30%
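Counterscreen of the coupled detection system alone, without aldolase: glyceraldehyde-3-phosphate coupling enzymes plus AmpLite Red readout. Compounds at 57.5 uM final, 10 min RT preincubation, 20 min RT reaction, fluorescence 525/598 nm.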
Giardia kill: kills Giardia lamblia; Giardia lamblia trophozoite viability; activity change, % at 7.66 µM, hits read low; 0.15% of 340,000 active; AID 540267; in the data active = activity change below about -80%; inconclusive = between about -30% and that limit;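 also: parasites exposed to compound for two days anaerobically before the ATP read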
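Giardia lamblia trophozoites (100 cells/well) were incubated with compounds for 48 h at 37 deg C under anaerobic conditions. Viability was read as ATP content by one-step luminescence after 15-30 min at room temperature.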
Chronic BCR inh: inhibitors of chronic active B-cell receptor signaling; Potency, µM (highest dose often 46.1 µM), inactives show at the highest dose ratio change, negative = lower green/red ratio, usual class: inhibitors; 0.05% of 340,000 active; ABC-DLBCL IkBa-CBG/CBR reporter, luminescence ratio, 4 h; active = well fitted inhibition curve with a large enough effect in the signal ratio, with a control signal flat, not every such curve was filed as active; inconclusive = small, poorly fitted or top-dose-only effect, or effect the other way, or a change in a side signal; the % refers to the signal ratio;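 also: potency is read from the fitted curve at half-maximal effect; plate controls were basal doxycycline-induced cells for no effect and cells given 10 µM MG132 for full effect; MG132 reads +100%, hits lower the ratio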
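Cell line TMD8 (human ABC DLBCL), stably expressing tet-inducible CBG68-IkBa fusion and CBR; IMDM/0.5% FBS; cpd up to 46 uM; dox induction, 4 h, 37C/5% CO2; dual luminescence; green/red ratio; MG132 control.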
Eya2 inh: Eya2 (human) phosphatase inhibition; recombinant Eya2, OMFP fluorescence dephosphorylation (OMFP is methylfluorescein phosphate); Potency, µM (doses to about 76.9 µM), for the others: at the top dose activity, negative = inhibition, actives largely listed as inhibitors; 0.006% of 330,000 active; also: potency is read from the fitted curve at half-maximal effect
Target sequence (O00167 whole entry, looked up): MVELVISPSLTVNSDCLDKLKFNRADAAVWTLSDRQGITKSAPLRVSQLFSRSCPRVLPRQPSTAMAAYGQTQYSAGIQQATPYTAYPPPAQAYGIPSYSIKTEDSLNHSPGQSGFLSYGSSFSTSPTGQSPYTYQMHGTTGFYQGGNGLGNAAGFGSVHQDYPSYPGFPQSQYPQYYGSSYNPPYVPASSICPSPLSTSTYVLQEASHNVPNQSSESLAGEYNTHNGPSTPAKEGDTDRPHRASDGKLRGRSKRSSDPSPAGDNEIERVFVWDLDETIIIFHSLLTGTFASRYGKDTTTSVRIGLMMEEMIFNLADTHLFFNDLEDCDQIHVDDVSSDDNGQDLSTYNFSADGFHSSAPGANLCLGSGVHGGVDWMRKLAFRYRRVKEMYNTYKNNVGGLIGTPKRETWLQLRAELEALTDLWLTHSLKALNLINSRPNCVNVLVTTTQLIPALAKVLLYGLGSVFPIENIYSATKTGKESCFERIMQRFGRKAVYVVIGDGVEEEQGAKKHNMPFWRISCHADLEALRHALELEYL
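Eya2 protein (added as 0.2 uM solution) was preincubated with compound for 10 min at ambient temperature in 50 mM HEPES pH 7.5, 50 mM NaCl, 5 uM MgCl2, 0.05% BSA, 1 mM DTT. OMFP (added at 50 uM) then reacted 10 min; fluorescence read at 485/525 nm.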
GALK inh: inhibitors of human galactokinase; Purified GALK, Kinase-Glo residual ATP luminescence; Potency, µM (highest dose often 57.5 µM), inactives show at the top dose activity change, negative = inhibition, actives largely listed as inhibitors; 0.007% of 270,000 active; also: potency is read from the fitted curve at half-maximal effect
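GALK at 5 nM final was combined with compound, 35 uM ATP and 100 uM galactose in HEPES pH8.0 with MgCl2 and DTT. The reaction ran one hour at room temperature before luminescent ATP detection.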
PKM2 activator: PKM2 (human) enzyme activation; 0.34% of 260,000 active; Potency, µM (top dose mostly 57.5 µM), for inactives: at the highest dose activation, usual class: activators; P14618; purified PKM2, Kinase-Glo ATP luminescence, activation; response scale: 0% is enzyme alone, no compound; also: potency is read from the fitted curve at half-maximal effect; nearly all actives have a fitted effect of over 55% in size
Target sequence (P14618 whole entry, looked up): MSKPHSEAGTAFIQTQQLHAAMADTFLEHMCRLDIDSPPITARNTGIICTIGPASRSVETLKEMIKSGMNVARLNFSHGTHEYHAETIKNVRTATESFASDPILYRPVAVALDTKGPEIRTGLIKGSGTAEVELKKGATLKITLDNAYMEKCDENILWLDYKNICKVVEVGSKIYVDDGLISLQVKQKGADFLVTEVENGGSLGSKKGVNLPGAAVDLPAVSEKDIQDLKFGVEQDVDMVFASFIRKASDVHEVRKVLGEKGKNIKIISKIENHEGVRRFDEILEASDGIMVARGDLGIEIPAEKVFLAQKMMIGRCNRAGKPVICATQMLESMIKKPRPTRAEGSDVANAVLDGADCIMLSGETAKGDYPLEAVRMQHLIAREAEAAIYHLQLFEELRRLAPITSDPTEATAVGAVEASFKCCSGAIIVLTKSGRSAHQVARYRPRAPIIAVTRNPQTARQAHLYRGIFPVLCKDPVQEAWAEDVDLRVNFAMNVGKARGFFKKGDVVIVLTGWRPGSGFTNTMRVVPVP
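Purified hPK-M2 (>95%) run at intermediate activity with 0.1 mM ADP and 0.5 mM PEP in 50 mM imidazole pH 7.2, KCl, MgCl2; 1 h room temperature. ATP formed read by Kinase-Glo luminescence; normalized to uninhibited and no-enzyme controls.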
hERG WT inh: inhibitors of human wildtype KCNH2 potassium channel; U2OS, BacMam KCNH2, thallium flux FluxOr; active compounds read low; Q12809; 0.37% of 340,000 active; AID 720551; activity change, % at 1.84 µM;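 active = maximum activity change below -70%; inconclusive = maximum activity change between -70% and -50%; inactive = maximum activity change above -50%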
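U2OS cells transduced with wild-type KCNH2 virus are loaded with FluxOr dye for 45 min, and thallium flux is measured in kinetic reads before and after stimulation buffer. Rate constants are normalized to DMSO controls.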
B2AR arrestin: agonists driving beta-arrestin recruitment to human beta2-adrenergic receptor. P07550. beta-arrestin recruitment to beta2AR, cell-based reporter. Potency, µM (highest dose often 46.1 µM), for the others: at the highest dose activation, most hits filed as activators. 0.02% of 330,000 active. AID 492947;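 also: potency is read from the fitted curve at half-maximal effect; 0% = DMSO controls and full agonism = EC100 isoproterenol or metaproterenol; nearly all actives have a fitted effect of over 65% in size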
KCNH2 3.1 inh: KCNH2 3.1 (human) potassium channel inhibition; U2OS KCNH2 3.1, thallium flux FluxOr; active compounds read low; activity change, % (tested at about 1.8 µM); 0.95% of 340,000 active;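 active = maximum activity change below -70%; inconclusive = maximum activity change from -70% to -50%; inactive = maximum activity change above -50%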;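 also: thallium influx rate constant from kinetic fluorescence after stimulation buffer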
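Channel expression came from 3.1 mutant virus (1.77 x 10^8 /mL) applied to suspended U2OS cells for 4 h. Flux was tracked with FluxOr dye plus Red40 quencher, and kinetic rate constants normalized to controls.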
The depositor's hits bear a star; ? = inconclusive; . = no result given; & = joins results of further samples; [ ] = another dose, or the depositor's remark. Unless noted, calls follow the shape of the dose curve; as a rule, active = well fitted curve in the direction sought with a large enough effect; inconclusive = small, poorly fitted or top-dose-only effect, or another doubt; inactive = no such curve, though single readings can be large; an effect the other way counts as inactive or inconclusive. Unless noted, % is scaled to controls: 0 for no effect and ±100 for the full control effect.

The opening ten records, to show the layout:
Below each SMILES: hERG WT inh | Giardia kill | Eya2 inh | GALK inh | Chronic BCR inh | USP2a block | uPA surface inh | B2AR arrestin | Coupling enz | PKM2 activator | KCNH2 3.1 inh
[1] CC(Sc1nnc2n1CCCCC2)C(=O)Nc1ccc(S(N)(=O)=O)cc1 (stereo not given)
  2 | -2 | -1% | . | -1% | 0% | -1% | 0.6% | . | . | 4
[2] CCCC(=O)C1=C(O)C(C(=O)OC)C(C)(C)CC1=Nc1ccc(Br)cc1 (stereo not given)
  -4 | -10 | -12% | -2% | 0% | 2% | 4% | 0.4% | 0 | 1% | -1
[3] Cc1ccc(OCCn2c(SCCO)nc3c(N)ncnc32)cc1
  20 | -17 | -19% | . | -20% | 3% | 0% | -0.1% | 1 | . | -20
[4] COc1ccc2nc3c(cc2c1)c(NC(=O)C1CCCO1)nn3CC(C)C (stereo not given)
  7 | -5 | 23% | 2% | 18% | 2% | 40%[activator] | 0.4% | -27 | 0% | -1
[5] CCOC(=O)c1c(NC(=O)CSc2nnc(-c3ccccc3)o2)sc(C(C)=O)c1C
  -3 | 0 | 1% | -5% | ? | 2% | -5% | -1.6% | 1 | -21% | 12
[6] Cc1ccc(NC(=O)CSc2nnc(NC(=O)c3ccc(S(=O)(=O)N4CCOCC4)cc3)s2)cc1
  5 | -10 | -3% | -3% | 0% | -1% | 0% | -1.7% | 4 | -3% | 0
[7] CN(C)c1ccc(/C=N/NC(=O)CN(c2ccccc2Cl)S(C)(=O)=O)cc1Br
  2 | -6 | -1% | . | ? | -10% | -9% | 0.4% | -9 | -7% | 8
[8] Cc1nc2nc(-c3ccc(Cl)cc3)[nH]n2c(=O)c1C
  . | . | -2% | -1% | ? | 3% | . | 0.0% | -12 | -7% | .
[9] O=C(NCc1cccc(OC(F)(F)F)c1)c1ccc2c(c1)S(=O)(=O)c1cc(Cl)ccc1C2=O
  2 | -9 | -13% | . | 2% | 4% | 9% | -0.9% | . | . | -17
[10] CCC(C)n1c(=S)[nH]c2ccccc2c1=O (stereo not given)
  -11 | 20 | 17% | 14% | ? | -6% | -3% | -0.3% | -8 | -3% | -6

Main list, repeating the preview:
Below each SMILES: hERG WT inh | Giardia kill | Eya2 inh | GALK inh | Chronic BCR inh | USP2a block | uPA surface inh | B2AR arrestin | Coupling enz | PKM2 activator | KCNH2 3.1 inh
[1] CC(Sc1nnc2n1CCCCC2)C(=O)Nc1ccc(S(N)(=O)=O)cc1 (stereo not given)
  2 | -2 | -1% | . | -1% | 0% | -1% | 0.6% | . | . | 4
[2] CCCC(=O)C1=C(O)C(C(=O)OC)C(C)(C)CC1=Nc1ccc(Br)cc1 (stereo not given)
  -4 | -10 | -12% | -2% | 0% | 2% | 4% | 0.4% | 0 | 1% | -1
[3] Cc1ccc(OCCn2c(SCCO)nc3c(N)ncnc32)cc1
  20 | -17 | -19% | . | -20% | 3% | 0% | -0.1% | 1 | . | -20
[4] COc1ccc2nc3c(cc2c1)c(NC(=O)C1CCCO1)nn3CC(C)C (stereo not given)
  7 | -5 | 23% | 2% | 18% | 2% | 40%[activator] | 0.4% | -27 | 0% | -1
[5] CCOC(=O)c1c(NC(=O)CSc2nnc(-c3ccccc3)o2)sc(C(C)=O)c1C
  -3 | 0 | 1% | -5% | ? | 2% | -5% | -1.6% | 1 | -21% | 12
[6] Cc1ccc(NC(=O)CSc2nnc(NC(=O)c3ccc(S(=O)(=O)N4CCOCC4)cc3)s2)cc1
  5 | -10 | -3% | -3% | 0% | -1% | 0% | -1.7% | 4 | -3% | 0
[7] CN(C)c1ccc(/C=N/NC(=O)CN(c2ccccc2Cl)S(C)(=O)=O)cc1Br
  2 | -6 | -1% | . | ? | -10% | -9% | 0.4% | -9 | -7% | 8
[8] Cc1nc2nc(-c3ccc(Cl)cc3)[nH]n2c(=O)c1C
  . | . | -2% | -1% | ? | 3% | . | 0.0% | -12 | -7% | .
[9] O=C(NCc1cccc(OC(F)(F)F)c1)c1ccc2c(c1)S(=O)(=O)c1cc(Cl)ccc1C2=O
  2 | -9 | -13% | . | 2% | 4% | 9% | -0.9% | . | . | -17
[10] CCC(C)n1c(=S)[nH]c2ccccc2c1=O (stereo not given)
  -11 | 20 | 17% | 14% | ? | -6% | -3% | -0.3% | -8 | -3% | -6
[11] CC1=C(C(=O)OCC2CCCO2)C(c2ccccc2OC(C)C)C2=C(CC(c3ccco3)CC2=O)N1 (stereo not given)
  -6 | -8 | -14% | 1% | ? | 3% | 1% | 0.6% | -2 | 8% | -17
[12] Cc1ccc(S(=O)(=O)CCC(=O)OCc2ccccc2F)cc1
  -24 | 4 | -5% | 0% | 0% | 1% | -8% | -0.4% | 0 | -4% | 7
[13] Cc1ccc(C2CC(c3cccs3)=NN2C(=O)CSC2=NN3CCCC(=O)N=C3S2)cc1 (stereo not given)
  -5 | 14 | -1% | 1% | 7% | 0% | 4% | -1.4% | 0 | 2% | 1
[14] COc1cc2c(cc1OC)CN(Cc1ccc(OC)c(C)c1OC)CC2
  -2 | -9 | -3% | -2% | 17% | -2% | -4% | -0.4% | 1 | 0% | -6
[15] O=C(N1CCNCC1)N1CCOCC1
  . | . | -1% | 2% | ? | 0% | . | 0.3% | -2 | -4% | .
[16] O=C1NCCN/C1=C\C(=O)c1ccccc1
  -5 | 4 | 2% | -1% | ? | 0% | -12% | -0.3% | -3 | -5% | 5
[17] Cc1ccc(C(=O)Cn2nnc(-c3ccccc3-n3cnnn3)n2)cc1
  1 | -6 | -9% | 2% | 4% | -1% | 2% | 0.3% | 1 | 3% | -13
[18] CC(C)(C)NC(=O)CN(C(=O)CS(=O)CC(=O)Nc1ccc(F)cc1)c1ccccc1 (stereo not given)
  37 | -12 | 8% | 2% | -2% | 0% | 1% | -0.3% | 2 | 2% | 2
[19] O=C(O)Cc1ccc(O)c(O)c1
  -1 | 10 | 3%&8% | 0% | 11% | -1% | 0% | -0.4% | -4 | 10% | 0
[20] Cn1nc(C(F)(F)F)c(C#N)c1N1CCN(c2ccccc2F)CC1
  -5 | 42[activator] | . | 4% | . | . | -1% | . | 0 | -1% | 5

Below each SMILES: hERG WT inh | Giardia kill | Eya2 inh | GALK inh | Chronic BCR inh | USP2a block | uPA surface inh | B2AR arrestin | Coupling enz | PKM2 activator | KCNH2 3.1 inh
[21] Cc1ccc(C)c(N(CC(=O)Nc2ccc(-c3nc4ccc(C)cc4s3)cc2)S(C)(=O)=O)c1
  -2 | 29 | 3% | 1% | 12% | -4% | 3% | -0.6% | 1 | -6% | -2
[22] O=C(CN(Cc1ccccc1Cl)C(=O)c1csnn1)NCc1ccccc1
  3 | 3 | -6% | 0% | 1% | 0% | -1% | -0.8% | -1 | . | 5
[23] CCC(C)COC(=O)C(C#N)c1nc2ccccc2nc1N1CCCCC1 (stereo not given)
  10 | -11 | -1% | 1% | -1% | 0% | 1% | 0.4% | -8 | -1% | -4
[24] COc1cccc(NC(=O)c2ccc3nsnc3c2)c1
  -6 | -23 | -1% | 8% | ? | 0% | -2% | -0.5% | 3 | -10% | 10
[25] COC(=O)[C@]1(C)N[C@H](c2ccc(-c3cccc(Cl)c3)c(OC)c2)[C@@H]2C(=O)N(C)C(=O)[C@@H]21
  0 | 8 | 7% | . | ? | 1% | 4% | -0.1% | . | . | 18
[26] CN1CCN(c2ccc(S(=O)(=O)N3CCCCC3)cc2NC(=O)CCc2ccccc2)CC1
  -11 | 12 | 14% | . | 5% | 0% | 8% | -0.3% | . | . | 3
[27] COc1ccc(OC)c(NC(=O)CN(c2ccc(C(C)C)cc2)S(=O)(=O)c2c(C)noc2C)c1
  -6 | 0 | 7% | 1% | 2% | -7% | -24% | 0.0% | -3 | -2% | 2
[28] C=CCn1c(CSCc2ccc(F)cc2)n[nH]c1=S
  3 | -9 | -2% | 7% | ? | -1% | 2% | 0.1% | 4 | -1%[11.5 µM] | 2
[29] Cc1ccc(NC(=O)C2CC2c2ccccc2)cc1 (stereo not given)
  -14 | -25 | -12% | -7% | 4% | -1% | 16% | -0.4% | 1 | -1% | 0
[30] O=c1c2ccccc2nc(-c2ccccc2)n1CCCn1ccnc1
  -8 | 3 | 8% | -5% | ? | 1% | 1% | 0.1% | 0 | 1% | 12
[31] OC(CNCCc1ccccc1)c1ccccc1 (stereo not given)
  2 | 0 | -14% | 0% | 0% | 3% | -3% | 0.3% | -1 | 3% | 1
[32] CCN(CC)S(=O)(=O)c1ccc(Oc2ccccc2OC)cc1
  5 | -12 | -8% | 1% | 11% | 0% | -2% | -0.3% | 5 | 4% | -7
[33] COc1ccccc1NC(=O)CC(=O)c1ccccc1
  4 | -25 | 6% | 4% | ? | 0% | -1% | 0.6% | 2 | . | -14
[34] COc1ccc(C(=O)C2CCN(C(=S)NCC3CCCO3)CC2)cc1 (stereo not given)
  0 | -3 | 11% | -1% | ? | 2% | 1% | 0.1% | 2 | -1% | -1
